# Source: PubChem BioAssay
# Pin1 inhibitor: qHTS Assay to Find Inhibitors of Pin1; AID 504891, 2011; Peptidyl-prolyl cis-trans isomerase NIMA-interacting 1 (Homo sapiens), Q13526; Potency, µM (doses to about 115 µM), without a hit: at the top dose activity, negative = inhibition, usual class: inhibitors; Pin1 FP peptide displacement, HiFluor488, 10 min; 390,000 tested, 0.009% active; active means well fitted inhibition curve with a large enough effect in the polarisation, with a control signal flat, not every such curve was filed as active; inconclusive means small, poorly fitted or top-dose-only effect, or effect the other way, or a change in a side signal; inactive means no such curve, though single readings can be large or run the other way; the % refers to the polarisation; further: potency means the concentration at half of the fitted maximal effect; on the % scale 0 is the no-effect control and ±100 the full control effect
# JMJD2A Tudor: qHTS Assay for Inhibitors of JMJD2A-Tudor Domain. AID 504339, 2011. 390,000 tested, 4.4% active. Potency, µM (series often up to 114 µM), without a hit: at the top dose activity change, negative = inhibition, hits mostly inhibitors. AlphaScreen JMJD2A-Tudor / H3K4me3 peptide binding. Lysine-specific demethylase 4A (Homo sapiens), O75164; further: potency means the concentration at half of the fitted maximal effect; on the % scale 0 is the no-effect control and ±100 the full control effect; nearly all actives have a fitted effect of over 50% in size
# GLS inh: qHTS for Inhibitors of Glutaminase (GLS); Glutaminase kidney isoform, mitochondrial (Homo sapiens), O94925; GLS enzymatic activity, qHTS titration; Potency, µM (series often up to 45.5 µM), without a hit: at the top dose activity change, negative = inhibition, most hits filed as inhibitors; 410,000 tested, 0.21% active; further: potency means the concentration at half of the fitted maximal effect; on the % scale 0 is the no-effect control and ±100 the full control effect
#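 hKGA in 45 mM KH2PO4 pH 8.2, 0.02% Tween-20 with pin-transferred compounds; 1 mM L-glutamine (stock) plus glutamate oxidase/HRP/Amplex Red coupling added. Fluorescence read initially and after 30 min at RT.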
# G9a block: qHTS Assay for Inhibitors of Histone Lysine Methyltransferase G9a; 350,000 tested, 8.8% active; G9a H3K9 monomethylation, AlphaScreen, 2 h; Potency, µM (top dose mostly 102 µM), for inactives: at the top dose activity, negative = inhibition, actives largely listed as inhibitors; Histone-lysine N-methyltransferase EHMT2 (Homo sapiens), Q96KQ7; further: potency means the concentration at half of the fitted maximal effect; on the % scale 0 is the no-effect control and ±100 the full control effect; nearly all actives have a fitted effect of over 75% in size
#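 Readings reflect AlphaScreen signal from monomethyl-H3K9 antibody detection. HMT at 20 nM; substrate b-H3K9 500 nM; cofactor SAM 20 uM; 2 h RT reaction; compounds tested as titrations in qHTS with 15 min preincubation.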
# BAZ2B inh: qHTS Assay for Inhibitors of BAZ2B | Bromodomain adjacent to zinc finger domain protein 2B (Homo sapiens), Q9UIF8 | AlphaScreen BAZ2B-H3K14Ac peptide displacement | Potency, µM (top dose mostly 114 µM), for the others: top-dose activity change, negative = inhibition, actives largely listed as inhibitors | 360,000 tested, 4.4% active; further: potency means the concentration at half of the fitted maximal effect; on the % scale 0 is the no-effect control and ±100 the full control effect; nearly all actives have a fitted effect of over 60% in size
#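 Compounds, titrated to a top concentration of 110 uM, were incubated 30 min at room temperature with preformed BAZ2B/acetyl-K14 H3 peptide complex (50 nM each). Proximity signal was measured by AlphaScreen after 20 min with beads.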
# PGK inhibitor: qHTS Assay to Find Inhibitors of Phosphoglycerate Kinase; Potency, µM (doses to about 57.5 µM), for inactives: top-dose activity change, negative = inhibition, actives largely listed as inhibitors; 380,000 tested, 0.043% active; Phosphoglycerate kinase, glycosomal (Trypanosoma brucei brucei), P07378; AID 602233, 2012; PGK/GAPDH coupled, Kinase-Glo luminescence, 60 min; further: potency means the concentration at half of the fitted maximal effect; on the % scale 0 is the no-effect control and ±100 the full control effect; nearly all actives have a fitted effect of over 60% in size
# Target sequence (P07378 whole entry, looked up): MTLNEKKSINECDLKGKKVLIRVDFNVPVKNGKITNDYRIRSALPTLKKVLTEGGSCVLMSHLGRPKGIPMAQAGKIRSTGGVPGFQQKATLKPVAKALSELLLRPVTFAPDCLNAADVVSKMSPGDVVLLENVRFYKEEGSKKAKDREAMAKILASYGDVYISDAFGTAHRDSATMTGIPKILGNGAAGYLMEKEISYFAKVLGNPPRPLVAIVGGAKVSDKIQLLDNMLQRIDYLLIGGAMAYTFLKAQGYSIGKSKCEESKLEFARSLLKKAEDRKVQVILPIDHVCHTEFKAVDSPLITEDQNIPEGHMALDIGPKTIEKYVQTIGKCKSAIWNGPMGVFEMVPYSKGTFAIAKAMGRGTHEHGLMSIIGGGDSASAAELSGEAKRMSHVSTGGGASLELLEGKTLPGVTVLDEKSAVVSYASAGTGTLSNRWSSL
#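 Recombinant glycosomal PGK reaction used 1,3-bisphosphoglycerate generated in-well by GAPDH (100nM final) in 100mM TEA pH 7.6, 5mM MgCl2, 0.01% Tween-20. After 60 minutes at room temperature, ATP was read by Kinase-Glo Plus luminescence end-point.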
# ERG Ets-DNA blk: qHTS for Small Molecule Inhibitors of the ERG Ets/DNA interaction; AID 624246, 2012; 370,000 tested, 0.028% active; fluorescence polarization, His-ERG Ets domain / labelled DNA; Transcriptional regulator ERG (Homo sapiens), P11308; Potency, µM (series often up to 76.9 µM), for inactives: top-dose FP activity, negative = inhibition, most hits filed as inhibitors; active means well fitted inhibition curve with a large enough effect in the polarisation, with a control signal flat; inconclusive means small, poorly fitted or top-dose-only effect, or effect the other way, or a change in a side signal; inactive means no such curve, though single readings can be large or run the other way; the % refers to the polarisation;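 further: polarization taken with two DNA probes labelled with fluorescein and Texas red; potency means the concentration at half of the fitted maximal effect; % of control where 0% means no effect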
#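 His-tagged ERG Ets domain (1 uM in the protein solution; 300mM KCl, 50mM Tris-HCl, 1mM EDTA, 1mM DTT, pH 7.5) received compound, then a probe mix of 5 nM fluorescein-DNA and 100nM Texas-615-DNA. Fluorescence polarization was read for both dyes.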
# HP1b binding inh: HTS for Inhibitors of HP1-beta Chromodomain Interactions with Methylated Histone Tails; Chromobox protein homolog 1 (Homo sapiens), P83916; AlphaScreen HP1-beta / biotin-H3K9me3 peptide binding; Potency, µM (highest dose often 114 µM), inactives show at the top dose activity change, negative = inhibition, usual class: inhibitors; 390,000 tested, 0.56% active; AID 540317, 2011; further: potency means the concentration at half of the fitted maximal effect; nearly all actives have a fitted effect of over 70% in size; inactives centre near 23
# Target sequence (P83916 whole entry, looked up): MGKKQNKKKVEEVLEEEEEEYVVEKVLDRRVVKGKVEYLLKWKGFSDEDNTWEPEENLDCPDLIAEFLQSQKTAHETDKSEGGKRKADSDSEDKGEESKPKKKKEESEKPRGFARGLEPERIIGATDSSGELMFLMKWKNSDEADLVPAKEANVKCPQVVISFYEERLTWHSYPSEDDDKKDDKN
#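 Compound inhibition of the preformed complex between 50 nM HP1-beta and 50 nM biotinylated H3K9me3 peptide was read by AlphaScreen. Buffer was PBS pH 7.4 with 0.01% Tween-20. Incubations ran 30 min at room temperature, with 10 ug/mL donor/acceptor beads.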
# PI4K2A block: qHTS for small molecular inhibitors of PI4K2A; Phosphatidylinositol 4-kinase type 2-alpha (Homo sapiens), Q9BTU6; purified PI4K2A, ADP-Glo luminescence, 1 h; hits give low values; activity change, negative = inhibition, % at 76.9 µM; 420,000 tested, 0.13% active; in the data active means activity change below about -50%; inconclusive means mostly about -30% to -49%;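 further: -100% = wells without enzyme as full effect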
# Target sequence (Q9BTU6 whole entry, looked up): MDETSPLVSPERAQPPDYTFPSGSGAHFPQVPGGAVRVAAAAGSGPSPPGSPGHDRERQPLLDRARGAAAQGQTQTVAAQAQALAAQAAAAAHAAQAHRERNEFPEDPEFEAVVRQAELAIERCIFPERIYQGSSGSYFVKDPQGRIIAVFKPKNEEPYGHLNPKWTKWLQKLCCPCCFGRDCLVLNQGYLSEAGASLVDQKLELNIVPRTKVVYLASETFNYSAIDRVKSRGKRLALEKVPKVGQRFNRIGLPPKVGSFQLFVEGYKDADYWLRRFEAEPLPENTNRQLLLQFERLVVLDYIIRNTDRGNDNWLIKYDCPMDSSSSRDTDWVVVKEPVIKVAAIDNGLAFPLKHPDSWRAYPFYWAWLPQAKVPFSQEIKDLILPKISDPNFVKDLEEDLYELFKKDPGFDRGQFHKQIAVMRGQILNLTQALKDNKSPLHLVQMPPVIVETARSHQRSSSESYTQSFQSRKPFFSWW
#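 In this quantitative HTS, ADP production by PI4K2A was quantified luminescently after 1 h at ambient temperature; 100 microM adenosine served as plate-quality control.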
# Active calls of the source: *; i = inactive; ? = inconclusive; nt = not tested or not shown; & = joins results of further samples; [ ] = another dose, or the depositor's remark. Unless noted, the call rests on the fitted dose curve; in most records, active means well fitted curve in the direction sought with a large enough effect; inconclusive means small, poorly fitted or top-dose-only effect, or another doubt; inactive means no such curve, though single readings can be large; an effect the other way counts as inactive or inconclusive.
Pin1 inhibitor	JMJD2A Tudor	GLS inh	G9a block	BAZ2B inh	PGK inhibitor	ERG Ets-DNA blk	HP1b binding inh	PI4K2A block	SMILES
3%	?	26%	?	-7%	-5%	-4%	39%[activator]	1	CCOC(=O)/C(=N/Nc1ccccc1)Sc1nnnn1-c1ccc(C)cc1
-9%	-15%	?	45µM*	-1%	9%	3%	6%	0	CC(C)(O)C(=O)NNC(=S)Nc1ccc(F)c(Cl)c1
1%	79µM*	?	?	?	-1%	-9%	-23%	-22	CCOCCCn1c(=N)c(C(N)=S)cc2c(=O)n3cccc(C)c3nc21
-2%	5%	18%	35%	2%	1%	-11%	26%	-2	Cc1cccc(NC(=O)Nc2c(C)n(C)n(-c3ccccc3)c2=O)c1C
?	?	?	2%[59 µM]	89µM*	-2%	1%	?	1	O=C(O)c1ccc(N/N=C/c2ccc(OC(=O)c3ccccc3Cl)cc2)cc1
-5%	39%[activator]	2%	-3%[59 µM]	10%	i	7%	88%[activator]	2	CCOC(=O)c1c(NC(=O)c2ccc(F)cc2)sc2c1CCC(CC)C2 (stereo unspecified)
0%	10%	2%	17%[59 µM]	4%	i	2%	62%[activator]	-4	CCCc1nc2ccccc2n2c(-c3ccc(C)cc3)c3c(=O)n(C)c(=O)n(C)c3c12
-6%	-16%	-11%	-39%[59 µM]	12%	-4%	-12%	26%	0	COCCN(Cc1cc2cccc(C)c2n2nnnc12)C(=O)C(F)(F)F
-5%	13%	8%	25%	-4%	-7%	11%	46%[activator]	-1	CC(C)C(=O)Nc1c2c(nn1-c1ccccc1)CSC2
-5%	105%[activator]	-7%	189%[activator]	123%[activator]	i	-20%	159%[activator]	-1	Cc1ccc(SCn2nnc3ccccc3c2=O)c(C)c1
3%	11%	-5%	25%[12.7 µM]	7%	1%	-13%	5%	2	CCOC(=O)NC(NC(=O)OCC)C(=O)c1ccccc1
-2%	1%	2%	-10%	-2%	4%	4%	42%[activator]	1	c1cnc2ncc3sccc3c2c1
1%	-11%	-1%	-4%[59 µM]	0%	-4%	1%	5%	3	CCOc1ccc2nc(N3CCCC(C(=O)Nc4ccc(Br)c(C)c4)C3)sc2c1 (stereo unspecified)
-1%	-3%	2%	?	-1%	-5%	14%	18%	-4	COc1ccc(OCCCC(=O)Nc2cc([N+](=O)[O-])ccc2C)cc1
-3%	-6%	0%	1%	-10%	-2%	2%	33%	5	Cc1ccc(NC(=O)c2ccc(-n3cccn3)nc2)cc1
-2%	-19%	13%	28%	3%	1%	-3%	13%	-1	COc1cccc(C(=O)NCc2ccc(N3CCN(C(=O)OC(C)(C)C)CC3)cc2)c1
3%	20µM*	-8%	14µM*	50µM*	-4%	-12%	?	6	CC1CCCCC1NCC#CCOc1ccc(Cl)cc1 (stereo unspecified)
8%	-4%	-2%	16%[59 µM]	-2%	8%	-2%	26%	4	CC(=O)Nc1cc2c(ccc3ccccc32)oc1=O
20%	63µM*	17%	1%[0.0925 µM]	45µM*	-5%	8%	?	0	C=CCCC(=O)Nc1nc(C)c(-c2csc(Nc3ccc(Cl)cc3)n2)s1
3%	-4%	-15%	-1%[59 µM]	-5%	0%	1%	9%[57 µM]	1	Cc1ccc(/C=C/c2onc(C)c2S(=O)(=O)N2CCC(C(=O)N3CCOc4ccccc43)CC2)cc1
-6%	2%	-16%	-1%[12.7 µM]	-5%	-4%	-2%	22%	-3	COc1cccc(OC)c1C(=O)NC(=S)NCc1cccnc1
-4%	-32%	21%	0%	-35%	1%	4%	6%	-2	Cc1oc(-c2cccs2)nc1CN1CCC(CO)(CCOc2ccccc2)CC1
20%	-15%	-8%	35%[0.501 µM]	-2%	i	-4%	20%	-1	CN(c1ccccc1)S(=O)(=O)c1ccc(NC(=O)c2ccc(-c3ccccc3)cc2)cc1
2%	-12%	-5%	-16%	6%	-3%	34%[activator]	39%	-2	COc1cc(NC(=O)C2COc3ccccc3O2)c(OC)cc1Cl (stereo unspecified)
-1%	4%	-2%	-10%	-11%	5%	6%	50%[activator]	-16	Cc1nc2sccc2c(=O)n1N
-5%	8%	-2%	3%[59 µM]	nt	i	-8%	23%	-6	CCC(C)(C)n1nnnc1C(C(C)C)N1CCC(C(N)=O)CC1 (stereo unspecified)
-3%	-14%	3%	nt	nt	-1%	-6%	28%	-1	O=C(CCNS(=O)(=O)c1ccc(F)c(F)c1)NCCN1CCOCC1
2%	-27%	3%	?	-29%	i	15%	29%	-7	Cc1ccc(C(=O)NCc2ccco2)cc1Br
-8%	-21%	-3%	-5%	0%	1%	2%	26%	7	O=C(C1CCCCC1)N1CCc2[nH]c3ccc(F)cc3c2C1
3%	-8%	1%	-26%[59 µM]	1%	0%	5%	15%	0	O=C(Nc1cccc(NC(=S)NC(=O)c2cccs2)c1)c1ccccc1
-2%	5%	4%	17%	9%	-1%	-12%	21%	1	Cc1nc2ncnn2c(C)c1CCC(=O)N1CC(C)CC(C)C1 (stereo unspecified)
-2%	-3%	10%	-1%[59 µM]	6%	6%	-10%	10%	3	Cc1nc(SCC(=O)N2CCc3ccccc32)n[nH]1
-12%	-14%	2%	3%	-35%	-5%	9%	38%[activator]	1	O=S(=O)(NCc1ccccc1)c1cccc2nsnc12
8%	?	-20%	nt	?	-9%	1%	71%[activator]	-4	COc1ccc(OCC(=O)Nc2nc3ccc(NC(C)=O)cc3s2)cc1
-1%	-11%	2%	8%	-14%	5%	-4%	0%	0	COC(=O)c1c(NC(C)=O)sc(C(=O)Nc2ccccc2)c1C
3%	2%	0%	-20%[59 µM]	30%[activator]	-10%	13%	48%[activator]	-1	Cc1cccc(NC(=O)c2sc(C)nc2C)c1
-14%	4%	0%	?	0%	-9%	-4%	31%	-5	O=[N+]([O-])c1ccc(OCCCCN2CCCCC2)cc1
1%	-17%	28%	nt	nt	-13%	1%	-2%	-11	COc1ccc(C=NNC(=O)c2cc(C)oc2C)cc1O
?	-10%	1%	-6%[59 µM]	-2%	5%	2%	39%	1	O=C1N=C(N2CCOCC2)S/C1=C\c1ccc(-c2ccccc2Cl)o1
0%	-26%	-8%	nt	6%	-10%	4%	16%	-8	COc1ccc(C)cc1S(=O)(=O)N(CC(=O)NCc1ccco1)c1ccc(C)cc1
2%	-2%	12%	9%[0.501 µM]	-10%	2%	-9%	23%	-2	COCC(=O)N(CCc1ccccc1)Cc1cc2cc(C)ccc2nc1Cl
12%	-8%	4%	19%[59 µM]	-7%	-7%	-9%	24%	-5	COc1ccc(-c2nc3c(c(=O)c4ccccc4n3C)c(=O)n2Cc2ccccc2)cc1
-2%	-15%	30%	8%[12.7 µM]	3%	3%	-3%	21%	-3	Cn1c(=O)c2c(nc(NCc3ccccc3)n2C)n(C)c1=O
-2%	-5%	-5%	-15%	0%	0%	1%	26%	-1	CC(C)CNC(=S)NC1CCCC1
5%	-35%	-7%	?	-20%	-1%	-7%	11%	6	COc1ccc(NC(=O)CSc2nc3c(sc4ccccc43)c(=O)n2CCCN2CCCC2)cc1
?	-24%	20%	-38%	-3%	-3%	11%	25%	3	COC(=O)c1ccc([C@@H]2C[C@H]3CN(Cc4cccnc4)C(=O)[C@]34CCCN24)cc1
4%	-1%	-3%	6%	-12%	i	-1%	31%	6	COc1ccc(C(=O)ON=C2C=C(C)C(=O)C(C)=C2)cc1
-1%	30%	7%	nt	nt	3%	-1%	56%[activator]	0	COc1ccccc1C(=O)COC(=O)c1cccs1
-2%	-2%	3%	nt	-13%	2%	5%	48%[activator]	2	COCCCNC(=O)c1cc(-c2cccnc2)nc2ccc(S(=O)(=O)N3CCCCCC3)cc12
-1%&-1%	-8%&-13%	4%&-3%	-1%	-9%&-8%	8%&0%	-5%&3%	23%&16%	-1&4	CCCNC(=O)CN1C(=O)COc2ccc(S(=O)(=O)N3CCCCCC3)cc21

# (further entries)
Pin1 inhibitor	JMJD2A Tudor	GLS inh	G9a block	BAZ2B inh	PGK inhibitor	ERG Ets-DNA blk	HP1b binding inh	PI4K2A block	SMILES
-3%	3%	0%	50µM*	-38%	-7%	-8%	29%	0	Cc1nc2ccccc2c(C)c1C(=O)c1ccc(F)cc1
3%	3.5µM*	-11%	4µM*	-30%	-5%	3%	22%	2	CCn1c(-c2ccc([N+](=O)[O-])cc2)n[nH]c1=S
-6%	-17%	4%	45µM*	6%	-11%	-1%	28%	-2	CN(C)S(=O)(=O)c1ccc(N2CCCC2)c(C(=O)Nc2ccccc2Br)c1
0%	-10%	0%	nt	nt	-3%	-5%	31%	-2	C[C@@H](C(=O)OCC(=O)c1ccccc1)N1C(=O)C2CCCCC2C1=O (stereo partly specified)
